# Screening data: PubChem, National Center for Advancing Translational Sciences (NCATS)
# ERK EGF inh = qHTS Assay for Inhibitors of the ERK Signaling Pathway using a Homogeneous Screening Assay; Stimulation with EGF | HEK293-V1b, EGF-stimulated phospho-ERK AlphaScreen | AID 1454, 2008 | 130,000 compounds, 0.41% hits | Potency, µM (doses to about 11.5 µM), for the others: at the highest dose activity change, negative = inhibition, hits mostly inhibitors; active = well fitted inhibition curve with a large enough effect; inconclusive = small, poorly fitted or top-dose-only effect, or effect the other way;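 note: plate controls were stimulated vehicle wells for no effect and unstimulated vehicle basal for full effect; nearly all actives have a fitted effect of over 55% in size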
#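 Readout: AlphaScreen signal for phosphorylated ERK in lysed HEK293 cells stably expressing V1b. Stimulus 25 nM EGF, 5 min, following 30 min compound exposure. Data scaled to DMSO basal and full EGF activation.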
# * hit, by the source's call; ? = inconclusive; & = joins results of further samples; [ ] = remark or other dose. Potency is the fitted concentration of half-maximal effect.
SMILES,ERK EGF inh
CC1=NN(c2ccccc2)C(=O)C1/C=C1\C(=O)NC(=O)N(c2cc(C)cc(C)c2)C1=O (stereo not given),-2.7%
CC(C)n1cnc2c(C(=O)N[C@H]3CN4CCC3CC4)cc(Cl)cc21,-4.6%
O=c1ccc2cc(OC3OC(CO)C(O)C(O)C3O)c(O)cc2o1 (stereo not given),18.0%
C[N+]1=C(/C=C/Nc2ccccc2)C(C)(C)c2ccccc21,-0.5%
COc1ccccc1-n1c(O)c(/C=N/N2CCCCC2)c(=O)n(-c2ccccc2OC)c1=S,5.0%[57.5 µM]
CC(C)n1c(=O)c(C=Nc2ccc(S(N)(=O)=O)cc2)c(O)n(Cc2ccco2)c1=O,9.8%
C/C(=N\NC(=O)c1ccccc1O)c1c(O)n(Cc2ccccc2)c(=O)[nH]c1=O,4.8%[57.5 µM]
COc1ccccc1CCNCc1ccc(OC)c(OC)c1OC,-9.3%
O=C1NC(=O)C(=Cc2ccc3ccccc3c2)C(=O)N1,-6.9%[57.5 µM]
N=c1ccccn1Cc1ccccc1,-5.3%
N#Cc1c(Cl)cccc1Cl,24.1%
COC1=CC(=O)O[C@@H](/C=C\c2ccccc2)C1,2.7%[25.7 µM]
CCOP(=O)(OCC)C1(C(=O)O)CCCC1,1.5%[57.5 µM]
Cc1ccc(N2C(=O)NC(=O)C3(Cc4ccccc4N4CCCC43)C2=O)cc1 (stereo not given),9.9%
CCCc1nc2ccccc2c(=O)n1-c1ccc(O)cc1,1.0%
c1csc(CN2CC3(CCNCC3)C2)n1,0.4%
CCCCCCCCCCCCn1ccc(=N)cc1,22.4µM*
CCOc1cc(CNC(C)C(O)c2ccccc2)cc(Cl)c1OCC (stereo not given),3.6%
CC1CCCN(C(=O)CN2C3CCC2CC(O)(c2ccc(F)cc2)C3)C1 (stereo not given),-6.6%
Cc1ccc2c(c1)C1CN(C)CCC1N2C(=S)Nc1cccnc1 (stereo not given),-12.8%
CC(=O)Nc1ccc(C(=O)OCC(=O)Nc2ccc(Cl)cc2C(=O)c2ccccc2)cc1,5.4%
CCCN(C/C=C\I)[C@@H]1CCc2ccc(O)cc2C1,-6.0%
N[C@@]1(C(=O)O)CC[C@H](C(=O)O)C1,-1.0%&1.3%&-14.6%
CCCC(=O)c1cc(CP(=O)(OCC)OCC)oc1C,5.4%[57.5 µM]
COc1ccc2ccc(O)c(CN3CC=C(c4ccccc4)CC3)c2c1,3.5%
NS(=O)(=O)c1ccc(N=Cc2c(O)n(-c3ccccc3)c(=O)[nH]c2=O)cc1,3.0%
CNCCc1c[nH]c2ccccc12,-3.7%
CC(=O)N1CCN(c2ccc(OCC3CO[C@@](Cn4ccnc4)(c4ccc(Cl)cc4Cl)O3)cc2)CC1 (stereo not given in full),?
CC(C)c1oc(=O)cc2c1[C@@H](O)[C@H]1OC(=O)[C@@]3(C)CC[C@@H](O)[C@@]2(C)C13 (stereo not given in full),-10.3%
CCCn1cc(C(=O)O)cn1,1.9%
O=C(O)CCn1cc(C=C2C(=O)NC(=S)NC2=O)c(-c2cccc(Br)c2)n1,-3.5%
Cc1ccccc1-n1c(C)nc2ccccc2c1=O,12.7%
CCCCCCCCCCCCCCCC[N+](C)(C)C,?
Cn1cc[n+](C)c1P(=S)(c1ccccc1)c1ccccc1,-3.8%
NC(=O)CS(=O)C(c1ccccc1)c1ccccc1 (stereo not given),-2.1%
CC(C)NC(=O)N1CCC2(CC1)CCN(C(=O)Oc1ccccc1)CC2,2.9%
O=Cc1cn(Cc2ccc(F)cc2)c2ccccc12,-24.1%[57.5 µM]
C[C@@]1([C@@H](NP(=O)(c2ccccc2)c2ccccc2)c2ccccc2)C[C@H]1CCO,2.4%&-7.0%
Cc1cc(/C=C2\C(=O)NC(=O)N(c3cccc(F)c3)C2=O)c(C)n1-c1cc(C(=O)O)cc(C(=O)O)c1,0.4%
O=[N+]([O-])c1cc(F)c(N2CCCC2)cc1N1CCNCC1,-5.8%
COc1ccc(O)c(CN2CCCC(C(=O)c3ccccc3SC)C2)c1 (stereo not given),-0.8%
COc1ccc(/C=C2/C(=O)N(Cc3ccco3)C(=O)N(C(C)C)C2=O)cc1,-4.9%
O=Cc1cn(Cc2c(F)cccc2Cl)c2ccccc12,-6.7%
COc1cc2c(cc1OC)[C@@H]1C(=O)c3ccc4c(c3O[C@@H]1CO2)C[C@H](C(C)C)O4,?
Cc1ncc([N+](=O)[O-])n1CCOc1nonc1N,-3.3%
COc1ccc(NC(=O)CN2CC=C(c3ccccc3)CC2)cc1S(=O)(=O)N1CCOCC1,-4.6%
COc1cccc(C(=O)C2CCCN(Cc3ccccn3)C2)c1 (stereo not given),-9.3%[57.5 µM]
C[C@@H]1CC[C@H]2[C@@H](C)C(=O)O[C@@H]3OC4(C)CC[C@@H]1C32OO4 (stereo not given in full),-13.6%
CCCCn1c(O)c(C(C)=NCc2cccnc2)c(=O)[nH]c1=O,-9.8%[57.5 µM]
CCOP(=O)(OCC)c1cccc(OP(=O)(c2cccc([N+](=O)[O-])c2)c2cccc([N+](=O)[O-])c2)c1,1.6%[57.5 µM]
C=C[C@H]1CN2CC[C@@H]1C[C@H]2[C@@H](O)c1ccnc2ccccc12,7.8%&14.5%[25.7 µM]
CN1CCN(c2ccc(C(F)(F)F)cc2N)CC1,-5.9%
O=C(N=Nc1c(O)[nH]c(=O)[nH]c1=O)C1COc2ccccc2O1 (stereo not given),3.5%
CCCCn1c(=O)c(C=Nc2cc([N+](=O)[O-])ccc2OC)c(O)n(CCCCl)c1=O,8.4%
COC(=O)c1c(C)n(Cc2ccccc2)c2ccc(O)cc12,-5.7%
CC1=CC2/C=C(\C)CCC(O)C(O)/C=C/C(=O)C23C(=O)NC(CC(C)C)C3C1C (stereo not given),?
O=C(O)c1nn(Cc2ccc(Cl)cc2Cl)c2ccccc12,1.5%&-7.9%&-0.2%
Brc1ccc2c(c1)C(OC1CN3CCC1CC3)c1ccccc1CS2 (stereo not given),-1.5%
Cc1ccc2[nH]c(=S)n(-c3cccnc3)c(=O)c2c1,11.3%[57.5 µM]
O=c1ccc2cc(O[C@H]3O[C@@H](CO)[C@@H](O)[C@@H](O)[C@@H]3O)c(O)cc2o1,5.1%[25.7 µM]

# Continuation.
SMILES,ERK EGF inh
Cc1[nH]c2ccccc2c1C(=O)C(=O)N1CC2CC(C1)c1cccc(=O)n1C2 (stereo not given),2.5%
CCOC(=O)C1(CCc2ccccc2)CCN(Cc2ccc3c(c2)OCCO3)CC1,0.7%
Cc1ccnc2c1NC(=O)c1cccnc1N2C1CC1,?
C=C1[C@@H](O)C2C=CC[C@H](C)C(=O)[C@@](C)(O)C=C[C@@H](OC(C)=O)[C@@]23C(=O)N[C@H](Cc2ccccc2)[C@@H]3[C@@H]1C (stereo not given in full),-8.1%
CC[C@H]1CN2CC[C@@H]1C[C@H]2[C@@H](O)c1ccnc2ccc(OC)cc12,1.9%[25.7 µM]
CC(=NCc1cccnc1)c1c(O)n(-c2ccc(Cl)cc2)c(=O)[nH]c1=O,-11.7%[57.5 µM]
CN(C)C(=S)SSC(=S)N(C)C,-2.0%&5.4%
Cc1o[nH]c(=O)c1C[C@@H](N)C(=O)O,0.9%
C[C@H]1CC[C@@]2(NC1)O[C@@H]1C[C@H]3[C@@H]4CC=C5C[C@@H](O)CC[C@]5(C)[C@@H]4CC[C@]3(C)[C@@H]1[C@@H]2C,1.6%[25.7 µM]
CN1C(=O)C(=Cc2ccc(N3CCCCCC3)cc2)C(=O)N(C)C1=O,-6.7%[57.5 µM]
CC1C(C)N1CC(O)Cn1ccnc1[N+](=O)[O-] (stereo not given),4.6%[57.5 µM]
Cc1ccccc1-n1c(-c2ccoc2)nc2ccccc2c1=O,-6.8%
COc1ccc(CCn2c(O)c(/C=N/N3CCCCC3)c(=O)[nH]c2=O)cc1OC,13.4%
O=C(c1c[nH]c2ccc(S(=O)(=O)N3CCOCC3)cc2c1=O)N1CCC2(CC1)OCCO2,29.4%
COc1cc(OC)c2c(c1)OCC1CON(C)C21 (stereo not given),-0.1%

# Taken from the entries so far (6 entries):
SMILES,ERK EGF inh
CN1C(=O)C(=Cc2ccc(N3CCCCCC3)cc2)C(=O)N(C)C1=O,-6.7%[57.5 µM]
CC1C(C)N1CC(O)Cn1ccnc1[N+](=O)[O-] (stereo not given),4.6%[57.5 µM]
Cc1ccccc1-n1c(-c2ccoc2)nc2ccccc2c1=O,-6.8%
COc1ccc(CCn2c(O)c(/C=N/N3CCCCC3)c(=O)[nH]c2=O)cc1OC,13.4%
O=C(c1c[nH]c2ccc(S(=O)(=O)N3CCOCC3)cc2c1=O)N1CCC2(CC1)OCCO2,29.4%
COc1cc(OC)c2c(c1)OCC1CON(C)C21 (stereo not given),-0.1%

# New compounds follow:
SMILES,ERK EGF inh
COc1cc2c(cc1C=O)OCO2,21.6%
Cn1c(O)c(C(=Nc2ccc(F)cc2)c2ccccc2)c(=O)n(C)c1=O,9.3%[57.5 µM]
CCCCC[C@@H](/C=C/C=C\CCCCCCCCCC(=O)O)OO,-4.4%
CCc1ccccc1NC(=O)CNCc1ccccc1,-0.3%
Cc1ccc(-n2c(O)c(/C=N/N3CCOCC3)c(=O)[nH]c2=S)cc1,-9.0%
CCCCc1ncc(CN2CCCC(C(=O)c3ccc(SC)cc3)C2)[nH]1 (stereo not given),4.3%
c1ccc(CN2CCC3(CCNCC3)CC2)cc1,-3.4%
CC(=O)Oc1ccc(Cl)c2cccnc12,-1.1%
N[C@@H](Cc1cc(Br)c(O)c(Br)c1)C(=O)O,-14.5%
CC[N+](CC)(CC#CCO)CC#Cc1ccccc1,32.7%
O=C1/C(=C/c2cccc([N+](=O)[O-])c2)N2CCC1CC2,7.0%
C[C@H]1CC[C@@]2(NC1)O[C@@H]1C[C@H]3[C@@H]4CC[C@@H]5C[C@@H](O)CC[C@@]5(C)[C@@H]4CC[C@]3(C)[C@@H]1[C@@H]2C,1.3%[25.7 µM]
O=C(COc1ccccc1)Nc1ccc(Cl)cc1C(=O)c1ccccc1,3.2%
CCOc1ccc(C(=O)OC2CC3CCC(C2)N3C)cc1 (stereo not given),-8.4%
COC(=O)c1ccc(NC(=O)CSc2nc3ccc(N4C(=O)C5C6C=CC(C6)C5C4=O)cc3s2)cc1 (stereo not given),?
CC1=CC[C@@H]2[C@@H](C1)c1c(O)cc(CC#CCCCNS(C)(=O)=O)cc1OC2(C)C,?
NCCCN1CCN(c2ccccc2)CC1,-4.6%[57.5 µM]
O=c1c2ccccc2nc(CSc2ncnc3nc[nH]c23)n1-c1ccccc1Cl,8.4%
CC(=O)OC(C)(C)/C=C/C(=O)[C@](C)(O)[C@H]1[C@H](O)C[C@@]2(C)[C@@H]3CC=C4[C@H](C[C@H](O)C(=O)C4(C)C)[C@]3(C)C(=O)C[C@]12C,-19.8%
CCc1c(C)nc(N)nc1N1N=C1SCC(=O)OC,2.1%
C[C@H]1C(=O)O[C@@H]2CCN3CC=C(COC(=O)[C@@](C)(O)[C@@]1(C)O)[C@H]23,2.8%[25.7 µM]
C[C@]12CCC(=O)C=C1CCc1ccc(O)cc12,28.3%
COc1cccc(N=Cc2c(O)n(Cc3ccco3)c(=O)[nH]c2=O)c1,-0.8%
Cc1ccnc(-n2c(C)nc3ccccc3c2=O)c1,6.6%
CCOP(=O)(OCC)C(NC(=O)c1ccc(OC)cc1)C(Cl)(Cl)Cl (stereo not given),6.4%[57.5 µM]
CC1C(c2cccs2)=[N+]([O-])C(C)(C(=O)c2cccs2)N1O (stereo not given),5.1%
COC(=O)CN1CN(c2ccccc2)C2(CCN(Cc3ccc4ccccc4c3)CC2)C1=O,12.6%
CC(Cc1ccccc1)NCc1ccccc1O (stereo not given),?
C=C1CC[C@@]2(O)[C@H]3Cc4ccc(O)c5c4[C@@]2(CCN3CC2CC2)[C@H]1O5,-27.0%[57.5 µM]
COC(=O)C1C(O)C(C)C(O)C(C)/C=C\C=C(/C)C(=O)Nc2c(C)c(OC(C)=O)c3c(c2O)C(=O)C(C)=C2OCOC(=C23)/C(C)=C/C(C)(O)C(O)C(C)C1O (stereo not given),2.5%[57.5 µM]

# Shown as tab-separated lines: part of the list above.
SMILES	ERK EGF inh
C/C(=N\NC(=O)c1ccccc1O)c1c(O)n(Cc2ccccc2)c(=O)[nH]c1=O	4.8%[57.5 µM]
COc1ccccc1CCNCc1ccc(OC)c(OC)c1OC	-9.3%
O=C1NC(=O)C(=Cc2ccc3ccccc3c2)C(=O)N1	-6.9%[57.5 µM]
N=c1ccccn1Cc1ccccc1	-5.3%
N#Cc1c(Cl)cccc1Cl	24.1%

# Carrying on.
SMILES,ERK EGF inh
COc1cc(C(=O)Nc2ccc(Br)cc2C(=O)c2ccccc2Cl)cc(OC)c1OC,1.4%
O=C1OC(c2ccc(Cl)cc2)=N/C1=C\N1CC2CC(C1)c1cccc(=O)n1C2 (stereo not given),-2.6%[57.5 µM]
CC1=C(C(=O)OC(C)C)[C@]2(C(=O)N(CC(N)=O)c3ccccc32)C(C#N)=C(N)O1,-1.4%
O=C1/C(=C/c2ccncc2)N2CCC1CC2,-1.3%
CN1C(=O)COc2c(C(=O)N[C@@H]3CN4CCC3CC4)cc(Cl)cc21,3.8%
NCc1cc(=O)[nH]o1,4.9%&-5.0%
COC(=O)C1=C(C)OC(N)=C(C#N)C12C(=O)Nc1ccccc12 (stereo not given),-0.4%
CC(N)[C@H](O)c1ccccc1 (stereo not given in full),21.8%
O=Cc1cn(Cc2cccc(F)c2)c2ccccc12,-6.8%
Fc1ccc(C2N3CCCN23)cc1 (stereo not given),3.9%[57.5 µM]
Nc1nonc1OCCCCOc1nonc1N,-2.9%
CC(C)N(CC#CCC1(O)c2ccccc2-c2ccccc21)C(C)C,-2.0%

# Only part of the results is shown; rates above refer to the full screens.
